From PubChem BioAssay
HDAC3 inhib – HDAC3 deacetylase inhibitors, primary screen, biochemical, fluorescence, cell-free homogeneous. AID 2718, 2010. Histone deacetylase 3 (Homo sapiens), O15379. inhibition, % at 8.3 µM. 320,000 compounds, 0.15% hits. recombinant HDAC3, fluorogenic peptide/trypsin coupled; in the data active = inhibition above about 26%, passing the limit was not always enough; inconclusive = no clear call, values can overlap the other calls
Target sequence (O15379 whole entry, looked up): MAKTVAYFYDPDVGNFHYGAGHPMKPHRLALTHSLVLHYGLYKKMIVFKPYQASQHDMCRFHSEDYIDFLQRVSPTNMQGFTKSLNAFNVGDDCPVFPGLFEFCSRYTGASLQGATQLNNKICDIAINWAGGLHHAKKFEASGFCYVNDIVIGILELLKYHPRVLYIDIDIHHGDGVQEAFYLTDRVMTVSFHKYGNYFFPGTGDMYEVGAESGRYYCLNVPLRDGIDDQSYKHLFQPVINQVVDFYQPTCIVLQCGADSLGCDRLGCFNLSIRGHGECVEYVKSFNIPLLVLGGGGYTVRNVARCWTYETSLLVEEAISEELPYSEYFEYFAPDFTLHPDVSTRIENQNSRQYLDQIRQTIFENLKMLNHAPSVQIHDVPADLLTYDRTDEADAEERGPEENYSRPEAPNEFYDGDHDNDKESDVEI
The depositor's hits bear a star; ? = inconclusive. Only part of the results is shown; the hit share may differ from the screen's.

SMILES	HDAC3 inhib
Cc1cc(C)c(C#N)c(SCC(=O)Nc2cc(C)on2)n1	-7.5
COc1ccccc1S(=O)(=O)Nc1ccc2nc(C)sc2c1	4.2
C#CCOCCOCCOCCNc1nc(N2CCN(C(=O)[C@H](CCC(=O)O)n3cc([C@@H](N)CCCCN)nn3)CC2)nc(N2CCN(C(=O)[C@H](CCCCN)n3cc([C@@H](N)CC(N)=O)nn3)CC2)n1	-2.1
CN(CC(=O)Nc1ccc(Cl)c(Cl)c1)C(=O)C1CCC1	-1.4
CCCn1nc(C(=O)OCC(=O)Nc2ccc(C)cc2)c2ccccc2c1=O	2.7
COc1ccccc1N(Cc1ccccc1)S(=O)(=O)c1cccc(C(=O)N2CCCCC2)c1	-0.7
O=C(COC(=O)c1ccc(O)cc1)Nc1ccc2c(c1)OCCO2	1.3
O=C(NCc1cc(C(F)(F)F)ccc1Cl)c1cccc2c1C(=O)c1ccc(N3CCC(Cc4ccccc4)CC3)cc1S2(=O)=O	2.0
c1ccc2c(c1)CCCc1cc(NCCN3CCOCC3)nnc1-2	1.5
Cc1cccc(-n2nnnc2SCC(=O)NCC2(N3CCOCC3)CCCCC2)c1C	2.8
NS(=O)(=O)c1ccc(CCNC(=O)COC(=O)c2ccc([N+](=O)[O-])o2)cc1	5.5
COc1ccc2nc3n(c(=O)c2c1)-c1ccc(Cl)cc1C(=O)NC3Cc1ccccc1 (stereo not drawn)	-1.2
Cc1c(C(=O)Nc2nccs2)oc2ccc(Br)cc12	0.1
COC(=O)c1ccc(/C=C/C(=O)OCC(=O)NCc2cccs2)cc1	0.9
Cc1ccc(SCCC(=O)NNC(=O)c2ccccc2F)cc1	5.8
C#CCOCCOCCOCCNc1nc(N2CCN(C(=O)[C@H](CCCN=C(N)N)n3cc(C(N)[C@@H](C)CC)nn3)CC2)nc(N2CCN(C(=O)[C@H](CCC(=O)O)n3cc([C@@H](N)CCCCN)nn3)CC2)n1 (stereo partly drawn)	-1.3
CC(/C=C/C1[C@H](C)C[C@H](O[C@@H]2O[C@H](CO)[C@@H](O)[C@H](O)[C@H]2O)CC1(C)C)O[C@H]1O[C@H](CO)[C@@H](O)[C@H](O)[C@H]1O (stereo partly drawn)	0.1
COCCN(C(=O)COC(=O)/C=C/c1cccc(C(F)(F)F)c1)c1c(N)n(CC(C)C)c(=O)[nH]c1=O	-7.5
C=CC[C@@H](CC(=O)NCCO)C(=O)N[C@H](COC(=O)[C@H](CC=C)CC(=O)OC(C)(C)C)Cc1c[nH]c2ccccc12	3.3
Cc1ccc(C)c(OCC(=O)Nc2ccc(N3CCOCC3)cc2N2CCOCC2)c1	-11.9
COc1cccc(NC(=O)c2ccccc2NC(=O)c2ccncc2)c1	2.8
COCCN(C(=O)c1ccc(C#N)cc1)c1c(N)n(Cc2ccccc2)c(=O)[nH]c1=O	0.1
COc1ccc(C(=O)OCC(=O)N2C(C)CCCC2C)cc1S(=O)(=O)N1CCOCC1 (stereo not drawn)	4.4
CCN1CCN(c2ccc(NC(=O)c3cc4ccccc4cc3OC)cc2C)CC1	0.2
O=S(=O)(c1ccc(SCc2ccccc2)nc1)N1CCCC1	3.6
C[C@@]12C(=O)Nc3cc(F)ccc3C(=O)N1[C@H]1c3cc(Br)ccc3OC[C@@H]1[C@@H]2c1ccccc1	6.8
COc1cccc(NC(=O)CN(C)C(=O)c2cccc(S(=O)(=O)Nc3ccc(C)cc3)c2)c1	-1.0
COc1ccc(-c2cc3ccc(OC)cc3cn2)cc1	2.9
COC(=O)c1cc(C(=O)OCC(=O)NCc2cccs2)cc([N+](=O)[O-])c1	7.5
CCCCN(C(=O)C1CCCC1)c1c(N)n(CC(C)C)c(=O)[nH]c1=O	-3.4
CC(=O)Nc1ccc(S(=O)(=O)NCC(=O)N2CCN(S(=O)(=O)c3cccs3)CC2)cc1	0.4
CC(=O)N1CCN(S(=O)(=O)c2cccc(C(=O)NCc3ccc(F)cc3)c2)CC1	-3.6
O=C(CSc1nnc(C2CC2)n1-c1ccccc1)N1CCNC1=O	2.9
COc1ccc(CCNC(=O)c2cc(-c3ccccn3)nc3ccccc23)cc1	2.5
CC(C)(O)CC[C@@H](O)[C@](C)(O)C1CC[C@@]2(O)C3=CC(=O)[C@]4(O)C[C@@H](O)[C@@H](O)C[C@]4(C)C3CC[C@]12C (stereo partly drawn)	-5.8
COc1ccccc1NS(=O)(=O)c1ccc(C(=O)NCc2ccc(S(N)(=O)=O)cc2)cc1	-4.5
COc1ccc([C@H]2CC(=O)C=C(c3cccc(Br)c3)C2)cc1	2.5
CC(=O)Nc1ccc(C(=O)OCC(=O)N2CCN(C(=O)c3ccco3)CC2)cc1	3.1
CCC(=O)c1ccc(OCC(=O)Nc2ccccc2C(=O)NC2CC2)cc1	-2.6
Cc1nnc(SC(C)C(=O)Nc2ccc(Cl)cc2Cl)[nH]c1=O (stereo not drawn)	-11.9
COc1ccccc1S(=O)(=O)N1CCN(S(=O)(=O)c2cccs2)CC1	1.2
C[C@H]1CCC(=O)N(CCSc2ccc(Br)cc2)CC1	-7.6
O=S(=O)(NCC1CCC(NS(=O)(=O)c2c(F)cccc2F)CC1)c1ccc2c(c1)OCCO2 (stereo not drawn)	3.1
O=C(Nc1ccc(Cl)cc1)C1CCCCN1S(=O)(=O)c1ccccc1 (stereo not drawn)	5.5
Cc1ccc(NC(=O)COC(=O)CC2SC(N3CCCC3)=NC2=O)cc1 (stereo not drawn)	-3.8
COc1ccc([N+](=O)[O-])cc1NS(=O)(=O)c1cccc(C(=O)NCCCN2CCCC2=O)c1	-5.5
O=C(CSc1nnc(C2CC2)n1-c1ccccc1)N1CCCC1	-2.6
N#Cc1ccccc1S(=O)(=O)N1CCN(CC(=O)Nc2ccccc2C(=O)NC2CC2)CC1	4.4
CCCC(/C=C/c1ccc(OC(C)=O)cc1)=C1/c2ccccc2C(=O)N1c1ccccc1	3.0
CCOc1ccccc1N1CCN(C(=O)c2cccc(S(=O)(=O)N3CCOCC3)c2)CC1	5.5
CCN(CC)S(=O)(=O)c1ccc(N2CCOCC2)c(NC(=O)COc2ccc(OC)cc2)c1	-3.2
COc1cc(OC)cc(-c2cc3ncccc3cn2)c1	-0.1
O=C(CSc1nc2nn(-c3ccccc3)c(=O)c-2c2n1CCCCC2)c1ccc(O)c(O)c1	-2.8
Nc1ncnc2c1ncn2[C@@H]1O[C@H](CNCc2cccn2-c2nccs2)[C@@H](O)[C@H]1O	-2.1
Cc1cc(NC(=O)COc2ccc([N+](=O)[O-])cc2)no1	6.1
CCn1cc(C(=O)OCC(=O)Nc2ccccc2OC(F)F)c(=O)c2ccc(C)nc21	1.5
CCCCN1CC(=O)N2[C@H]3c4cc(C)ccc4OC[C@@H]3[C@H](c3ccccc3)[C@]2(C)C1=O	2.8
O=C(OCC#CCSc1nnc(-c2cccc3ccccc23)o1)c1ccc2ccccc2c1	-8.9
Cn1nnnc1SCC(=O)Nc1nc2c(F)c(F)c(F)cc2s1	9.2
CCOC(=O)[C@H]1[C@H]2COc3cc(OC)ccc3[C@@H]2N2C(=O)c3cc(F)c(F)cc3NC(=O)[C@@]12C	0.6

Later entries:
SMILES	HDAC3 inhib
Cc1nn(Cc2ccccc2)c(C)c1C(=O)N1CCN(S(=O)(=O)/C=C/c2ccccc2)CC1	-4.1
Cc1nc(SCC(=O)NCC2CCCO2)c2cc(-c3ccccc3)sc2n1 (stereo not drawn)	2.4
N#Cc1ccc(C(=O)OCCCc2cc3ccccc3c(=O)o2)cc1	10.7
CCCCCCSc1ccc([C@@H]2[C@H]3C(=O)N(CC)C(=O)[C@H]3[C@]3(C(=O)OC)CCCN23)cc1	21.3
CC(C)n1nc(C(=O)Nc2ccc3c(c2)OCO3)c2ccccc2c1=O	-3.6
O=C(COc1ccc(-c2ccccc2)cc1)Nc1cccnc1	-0.4
CC1(C)CC[C@]2(CO)CC[C@]3(C)C(=CCC4[C@@]5(C)CC[C@H](O)[C@@](C)(CO)C5CC[C@]43C)[C@@H]2C1 (stereo partly drawn)	4.7
O=C(CN1CCCC1c1cccs1)Nc1cccc(S(=O)(=O)N2CCCC2)c1 (stereo not drawn)	-5.1
COc1ccccc1NC(=O)C(C)N1C(=O)C2CCCCC2C1=O (stereo not drawn)	-5.0
CC(C)NC(=O)N(C)C[C@H]1Oc2ccc(NC(=O)Cn3cnnn3)cc2C(=O)N([C@H](C)CO)C[C@@H]1C	2.7
CCOC(=O)C1CCCN(C(=O)c2cccc(N3C(=O)c4ccccc4C3=O)c2)C1 (stereo not drawn)	-2.6
CSCCC(NC(=O)COc1ccccc1)C(=O)N1CCC(C(N)=O)CC1 (stereo not drawn)	-1.4
COc1ccc(S(=O)(=O)N2CCOCC2)cc1NC(=O)CSc1nnc2n1CCCCC2	2.8
CC(OC(=O)[C@@H](NC(=O)c1ccco1)C(C)C)C(=O)Nc1ncc(Cl)cc1Cl (stereo partly drawn)	-6.2
COc1ccc2oc(C(=O)NC(C)c3ccccn3)c(C)c2c1 (stereo not drawn)	-12.1
CCCn1c(N)c(N(CCOC)C(=O)CSc2c(Cl)cccc2Cl)c(=O)[nH]c1=O	3.3
CC(=O)Nc1cccc(C(=O)NNC(=O)c2ccc(-n3cnnn3)cc2)c1	-5.6
Cc1[nH]c2ccc(C(=O)NC3CCCC3)cc2c1C	1.1
COc1cccc(NC(=O)CN(C)C(=O)c2cc(C3CC3)nn2-c2ccccc2)c1	6.7
CN(C)S(=O)(=O)n1cnc([C@@H]2[C@@H]3C(=O)OC[C@@H]3C[C@]23N=CN(Cc2ccccc2)C3=O)c1	?
O=C(C[n+]1ccccc1)N/N=C/c1ccccc1Cl	-9.1
O=C(C1CCCN1S(=O)(=O)c1ccc(Cl)cc1)N1CCN(c2ccccc2)CC1 (stereo not drawn)	-0.6
CC[C@]12c3[nH]c4ccccc4c3CCN1C(=O)C(CC(=O)NCc1ccco1)C[C@@H]2C(=O)N1CCN(C(=O)c2ccco2)CC1 (stereo partly drawn)	-2.0
CC1CN(S(=O)(=O)c2ccc(C(=O)Nc3nncs3)cc2)CC(C)O1 (stereo not drawn)	-3.7
CCOC(=O)[C@H]1[C@H]2COc3ccccc3[C@@H]2N2C(=O)c3cc(OC)ccc3NC(=O)[C@@]12C	-0.8
CCC(CO)Oc1cc(NCc2ccccc2C(F)(F)F)c2ncn(C(C)C)c2c1 (stereo not drawn)	20.6
CCN(C(=O)Cn1c(Cl)nc2c1c(=O)n(C)c(=O)n2C)C1CCCCC1	-6.9
CN(CCOc1ccccc1)S(=O)(=O)c1ccccc1C#N	4.5
O=C(Nc1nc(-c2cccs2)cs1)c1ccc([N+](=O)[O-])o1	-1.9
O=C(Cc1ccccc1F)Nc1cccc(S(=O)(=O)N2CCOCC2)c1	4.6
O=C(CCc1ccccc1)Nc1ccc(S(=O)(=O)NC2=NCCCCC2)cc1	3.2
O=C(CCNS(=O)(=O)c1ccc(OC(F)(F)F)cc1)NCCc1c[nH]c2ccccc12	14.4
C[C@H]1CN=C(Nc2ccccc2)N1CCc1ccc(F)cc1	8.4
COc1ccc(-c2oc(=O)c3cc(OC)c(OC)cc3c2-c2ccc3c(c2)OCO3)cc1	-6.2
COc1ccccc1N1CCN(C(=O)C2CCN(S(=O)(=O)c3ccccc3F)CC2)CC1	-5.4
CCCCN1C(=O)c2ccc(C(=O)NC3(C)CCS(=O)(=O)C3)cc2C1=O (stereo not drawn)	-2.5
CCOC(=O)C1=C(COC(=O)CCOc2ccc(OCC)cc2)NC(=O)NC1C (stereo not drawn)	9.5
CC1CCN(C(C)C(=O)Nc2cc(S(=O)(=O)N3CCCCC3)ccc2Cl)CC1 (stereo not drawn)	-3.7
COc1ccccc1/C=C/C(=O)OCC(=O)NC1CCCCCC1	7.6
O=C1NC(Cc2ccc(O)cc2)c2nc3ccc(Cl)cc3c(=O)n2-c2ccccc21 (stereo not drawn)	2.3
C=CCN1c2ccccc2C(=O)CS1(=O)=O	8.0
N#Cc1ccc(OCC(=O)NCC2COc3ccccc3O2)cc1 (stereo not drawn)	0.1
O=C1c2ccc(-c3ccc(F)cc3OCc3ccccc3)cc2S(=O)(=O)c2cccc(C(=O)N3CCCC3)c21	-5.7
COc1cc2cc(CCCOC(=O)c3ccco3)oc(=O)c2cc1OC	1.9
CC1CCN(C(=O)COC(=O)c2ccc([N+](=O)[O-])o2)CC1	1.7
COc1ccc([C@H]2CC(=O)C=C(c3cc4ccccc4s3)C2)cc1OC	4.1
O=C(COc1ccccc1)OCC(=O)c1ccc(S(=O)(=O)N2CCCCC2)cc1	1.5
CC(C)(C)OC(=O)C[C@H]1C/C=C\C[C@@H](CC(=O)NCCO)C(=O)N2CCC[C@H]2COC1=O	-9.6
COc1ccc(S(=O)(=O)Nc2cccc3c2O[C@H](CN(C)C(=O)Nc2c(C)noc2C)[C@@H](C)CN([C@H](C)CO)C3=O)cc1	-4.9

At a glance, part of the list above:
SMILES	HDAC3 inhib
CCOC(=O)C1CCCN(C(=O)c2cccc(N3C(=O)c4ccccc4C3=O)c2)C1 (stereo not drawn)	-2.6
CSCCC(NC(=O)COc1ccccc1)C(=O)N1CCC(C(N)=O)CC1 (stereo not drawn)	-1.4
COc1ccc(S(=O)(=O)N2CCOCC2)cc1NC(=O)CSc1nnc2n1CCCCC2	2.8
CC(OC(=O)[C@@H](NC(=O)c1ccco1)C(C)C)C(=O)Nc1ncc(Cl)cc1Cl (stereo partly drawn)	-6.2
COc1ccc2oc(C(=O)NC(C)c3ccccn3)c(C)c2c1 (stereo not drawn)	-12.1
CCCn1c(N)c(N(CCOC)C(=O)CSc2c(Cl)cccc2Cl)c(=O)[nH]c1=O	3.3
CC(=O)Nc1cccc(C(=O)NNC(=O)c2ccc(-n3cnnn3)cc2)c1	-5.6
Cc1[nH]c2ccc(C(=O)NC3CCCC3)cc2c1C	1.1
COc1cccc(NC(=O)CN(C)C(=O)c2cc(C3CC3)nn2-c2ccccc2)c1	6.7
CN(C)S(=O)(=O)n1cnc([C@@H]2[C@@H]3C(=O)OC[C@@H]3C[C@]23N=CN(Cc2ccccc2)C3=O)c1	?
O=C(C[n+]1ccccc1)N/N=C/c1ccccc1Cl	-9.1
O=C(C1CCCN1S(=O)(=O)c1ccc(Cl)cc1)N1CCN(c2ccccc2)CC1 (stereo not drawn)	-0.6
CC[C@]12c3[nH]c4ccccc4c3CCN1C(=O)C(CC(=O)NCc1ccco1)C[C@@H]2C(=O)N1CCN(C(=O)c2ccco2)CC1 (stereo partly drawn)	-2.0
